# Screens: PubChem, The Scripps Research Institute Molecular Screening Center
# M1 PAM parental: nonselective calcium activators in parental CHO-K1 cells, primary screen, counter-screen for M1 PAM project, cell-based, Fluo-8 calcium fluorescence, full deck, 1536-well. activation, % at 3 µM. hit rate 0.02% among 360,000. AID 602247, 2012. ATP EC20; 0% at ATP EC20, 100% at ATP max;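 active means activation above the run cutoff, the mean activation of all test compounds plus 3 SD, cut at about 40% in these data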;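 further: peak over basal fluorescence ratio in a 140 s read after ATP addition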
# OXTR agonist: human OXTR agonists, primary screen, fluorescence, CHO-OTR cells, Fluo-8 calcium. Oxytocin receptor (Homo sapiens), P30559. Fluo-8 calcium fluorescence; normalized: DMSO 0%, oxytocin 100%. activation, % at 3 µM. hit rate 0.32% among 320,000. AID 2435, 2010;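 active means activation above the mean of all tested compounds plus 3 SD, cutoff set per screening run, cut at about 20% in these data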;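 further: peak over basal fluorescence ratio from a 100 s FLIPR kinetic read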
# V1aR counter: agonists of human V1a receptor, primary screen, counter-screen for OXTR agonist project, fluorescence, CHO-V1R cells. Vasopressin V1a receptor (Homo sapiens), P37288. Fluo-8 calcium fluorescence, agonist mode; 0% DMSO, 100% 3 nM vasopressin. activation, % at 3 µM. hit rate 0.25% among 320,000;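 active means activation above the mean activation of all tested compounds plus 3 SD, per screening run, cut at about 20% in these data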;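 further: signal is peak over basal fluorescence ratio across a 100 second FLIPR read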
# Target sequence (P37288 whole entry, looked up): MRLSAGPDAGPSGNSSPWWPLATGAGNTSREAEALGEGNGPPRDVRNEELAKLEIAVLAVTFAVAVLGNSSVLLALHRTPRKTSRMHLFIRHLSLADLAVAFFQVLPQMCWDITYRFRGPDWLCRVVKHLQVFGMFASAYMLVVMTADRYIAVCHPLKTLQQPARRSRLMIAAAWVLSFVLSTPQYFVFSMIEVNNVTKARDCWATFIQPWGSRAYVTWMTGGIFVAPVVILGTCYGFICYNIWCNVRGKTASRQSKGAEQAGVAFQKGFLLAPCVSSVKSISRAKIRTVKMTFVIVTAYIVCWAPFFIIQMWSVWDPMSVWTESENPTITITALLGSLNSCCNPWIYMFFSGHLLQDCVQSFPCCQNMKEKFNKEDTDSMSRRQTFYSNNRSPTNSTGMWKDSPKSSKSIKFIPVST
# TAAR1 antag: human TAAR1 antagonists, primary screen, Fluo-8 calcium fluorescence, CHO RD-HGA16 cells; Trace amine-associated receptor 1 (Homo sapiens), Q96RJ0; antagonist; inhibition, % at 3 µM; hit rate 1.5% among 360,000; AID 624466, 2012;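 active means inhibition above a per-plate cutoff, the mean inhibition of test compounds on that plate plus 3 SD, cut at about 49% in these data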;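 further: 0% = DMSO plus EC80 beta-PEA response and 100% = DMSO alone without agonist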
# Target sequence (Q96RJ0 whole entry, looked up): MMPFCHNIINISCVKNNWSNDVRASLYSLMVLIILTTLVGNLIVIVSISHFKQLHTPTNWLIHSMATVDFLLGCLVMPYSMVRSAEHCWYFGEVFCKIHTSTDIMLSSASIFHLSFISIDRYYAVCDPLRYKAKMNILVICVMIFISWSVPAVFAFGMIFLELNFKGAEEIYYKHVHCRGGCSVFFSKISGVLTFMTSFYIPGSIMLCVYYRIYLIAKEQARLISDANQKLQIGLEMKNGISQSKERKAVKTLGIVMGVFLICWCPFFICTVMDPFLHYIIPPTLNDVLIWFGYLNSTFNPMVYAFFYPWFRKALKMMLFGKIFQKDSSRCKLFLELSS
#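 Test system: hTAAR1-expressing CHO RD-HGA16 cells, Gα16-coupled; Probe or stimulus: EC80 β-phenethylamine stimulus; Compound dosing: single nominal final test compound concentration of 3 µM; Timing: 140 s kinetic read after compound, 140 s after agonist; Signal: Fluo-8 calcium-sensitive fluorescence; Measure: % inhibition of agonist calcium response; Controls: DMSO and EC80 PEA controls.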
# GPR7 antagonist: GPR7 receptor antagonists, primary screen, cell-based, fluorescence, single concentration. Neuropeptides B/W receptor type 1 (Homo sapiens), P48145. GPR7-expressing cells, fluorescence antagonist assay. inhibition, % at 4.4 µM. hit rate 1.1% among 290,000; in the data active means inhibition above about 16%, passing the limit was not always enough;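 further: cells stimulated with the agonist NPW; 0% = agonist with vehicle and 100% = vehicle without agonist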
# Target sequence (P48145 whole entry, looked up): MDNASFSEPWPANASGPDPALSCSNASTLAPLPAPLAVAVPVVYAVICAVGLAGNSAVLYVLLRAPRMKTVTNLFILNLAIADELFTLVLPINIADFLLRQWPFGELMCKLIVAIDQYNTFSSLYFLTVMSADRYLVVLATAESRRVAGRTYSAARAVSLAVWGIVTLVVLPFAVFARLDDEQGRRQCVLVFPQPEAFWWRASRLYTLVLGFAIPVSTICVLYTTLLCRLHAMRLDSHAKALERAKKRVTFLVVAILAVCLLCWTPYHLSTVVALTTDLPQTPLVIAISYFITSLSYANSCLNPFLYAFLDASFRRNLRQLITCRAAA
# OXTR potentiate: human OXTR potentiators, primary screen, fluorescence, CHO-OTR cells, Fluo-8 calcium | activation, % at 3 µM | hit rate 0.061% among 320,000 | Oxytocin receptor (Homo sapiens), P30559 | Fluo-8 calcium fluorescence, potentiator mode; 0% = oxytocin EC15, 100% = EC100;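 active means activation above that plate's cutoff, the mean activation of tested compounds plus 3 SD, cut at about 6.6% in these data, passing the limit was not always enough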;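 further: 100% uses oxytocin at 75 nM as the full agonist control; some results filed as inactive read as strong as hits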
#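 test system = CHO-OTR cells, human receptor | compound = single-point 3.0 µM | schedule = 6 min compound pre-incubation at room temperature, 100 s kinetic read | signal = Fluo-8 no-wash calcium dye fluorescence, excitation 470-495 nm, emission 515-575 nm | repeats = single well per compound, singlicate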
# M1 ag parental: counter-screen for M1 agonists: effect in parental CHO-K1 cells; Fluo-8 calcium fluorescence; scaled to maximal ATP response, vehicle zero; activation, % at 3 µM; hit rate 0.48% among 360,000; AID 602248, 2012; in the data active means activation above about 15%;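 further: untransfected CHO-K1 host cells lacking M1 receptor as counterscreen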
# CHO parental Ca: ATP-evoked calcium signal inhibitors, parental CHO, primary screen, counter-screen for OX1R antagonist project, cell-based, fluorescence, Fluo-8 calcium dye | parental CHO-K1, ATP-induced calcium, Fluo-8 fluorescence | inhibition, % at 5.6 µM | hit rate 0.63% among 330,000 | AID 463079, 2010;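 active means inhibition above that plate's mean sample inhibition plus 3 SD, cut at about 26% in these data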;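 further: 0% = ATP-challenged DMSO wells and 100% = DMSO wells without ATP; some compounds past the cut are filed as inactive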
#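 Assay system: parental CHO cells; Read-out basis: percent inhibition of ATP-evoked calcium rise, normalized to controls; Benchmarks: ATP and no-ATP DMSO wells; Compound dosing: single nominal dose of 5.6 µM per compound; Signal: Fluo-8 calcium dye fluorescence; Also added: ATP as calcium-mobilizing challenge; Repeats: singlicate.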
# CHO-K1 Ca antag: nonselective inhibitor or artifact in parental CHO-K1 cells | ATP-induced calcium, Fluo-8 fluorescence | inhibition, % at 3 µM | hit rate 0.6% among 360,000;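 active means inhibition above a per-plate cutoff, the plate's mean sample inhibition plus 3 SD, cut at about 24% in these data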;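 further: 0% = DMSO plus EC80 ATP and 100% = DMSO alone without ATP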
# Active calls of the source: *; / = no result given; & = joins results of further samples. The order is random (roughly 3.5% active in at least one column).
SMILES,M1 PAM parental,OXTR agonist,V1aR counter,TAAR1 antag,GPR7 antagonist,OXTR potentiate,M1 ag parental,CHO parental Ca,CHO-K1 Ca antag
CCC1CCCCN1CCCNC(=O)C1CCN(S(=O)(=O)N2CCCCC2)CC1 (stereo unspecified),11,-0.3,-0.1,5,-10,-8,0.3,-6,-27
Cc1ccoc1C(=O)Nc1ccc(CC(=O)O)cc1,4,1.0,-0.6,-4,7,2,-0.2,4,-8
Cc1ccccc1CC(=O)Nc1ccc(C(=O)N2CCCC2)cc1,-22,0.6,0.7,-25,0,-5,0.0,-14,-3
CCCCC(c1nnnn1CS(=O)(=O)c1ccc(C)cc1)N1CCN(c2ccccc2)CC1 (stereo unspecified),0,-1.0,-1.6,19,4,-12,-0.5,3,0
Cn1c(-c2ccccc2)cc2c3no[n+]([O-])c3ccc21,17,-1.1,-0.1,33,-2,-22,1.6,-4,-9
COc1cccc(OCC(=O)Nc2ccccc2-c2ccccc2)c1,-10,0.5,-0.1,27,-7,-9,-0.4,-49,0
CC(C)(C)c1ccc(-c2nnc(SCC(=O)NCC3CCCO3)n2N)cc1 (stereo unspecified),22,1.6,-0.2,-12,/,-6,1.2,-7,-6
COc1cc(C(=O)N2CCN(C(=O)C3CCCO3)CC2)cc(OC)c1OC (stereo unspecified),-2,0.1,0.4,-16,/,1,0.9,-3,-5
COc1ccc(S(=O)(=O)N2CCOCC2)cc1NC(=O)c1cccc(-n2cccc2)c1,15,0.0,-1.0,7,/,9,0.1,-14,-3
CCOCCCn1c(SCC(=O)NC2CCCCC2)nc2ccccc2c1=O,-3,/,/,-9,/,/,0.5,/,-1
O=C(NCc1ccco1)c1nc2c(nnn2Cc2cccc(Cl)c2)c(=O)[nH]1,17,-2.0,-0.4,-15,2,-3,0.3,-15,-11
O=C(NC(=O)c1ccccc1)Nc1ccccn1,-20,-0.8,-0.3,-12,-7,-9,0.2,-1,14
Cc1ccc(NC(=O)c2ncn(CC(=O)N[C@H](C)c3cccc4ccccc34)n2)cc1C,-1,/,/,-2,/,/,1.5,-32,13
Cc1cc(O)c(C(C)C)cc1N=Cc1ccccc1[N+](=O)[O-],26,/,/,-17,/,/,0.4,/,-18
CC(=O)NC1=NN(C(C)=O)C(c2ccc(F)cc2)S1 (stereo unspecified),3,-0.3,2.2,-8,-2,0,-0.1,-9,-3
COc1cccc(C(NC(C)=O)c2nc(-c3cccc(C#N)c3)cs2)c1 (stereo unspecified),-9,/,/,-3,/,/,0.3,/,8
CC1=C(C(=O)Nc2cccc(C(=O)NC3CCCC(C)C3C)c2)SCCO1 (stereo unspecified),-6,4.4,6.7,2,-6,-7,5.7,-13,11
CNC(=O)C1=C(C)Nc2nc3ccccc3n2C1c1ccc(F)cc1 (stereo unspecified),8,-1.5,0.1,-14,-14,-11,0.8,-21,-7
O=C(O)c1ccc(N/N=C/c2ccc(OC(=O)c3cccc(Cl)c3)cc2)cc1,-7,7.5,4.8,84*,-9,-18,0.1,-8,-11
CC(=O)Oc1ccc2c(C)cc(=O)oc2c1C(=O)c1ccccc1,15,-1.8,-0.1,-10,-15,1,0.5,2,-3
Sc1ccccc1N=Cc1cccs1,-3,/,/,-7,/,/,-0.1,/,-3
Cc1ccc(OCC(=O)n2nc(C)cc2C)c(Br)c1,2,-1.2,-1.4,2,-7,-3,0.1,-12,-5
CN(Cc1ccon1)C(=O)CCc1nnc(Cc2ccc(-c3ccccc3)cc2)o1,8,4.0,8.5,12,8,-20,3.1,-23,-6
CCOC(=O)Nc1ccc2c(c1)nc(CN1CCOCC1)n2C,15,-0.3,0.8,-22,4,0,0.5,-5,-19
COc1cc(/C=C2\Oc3cc(O)ccc3C2=O)ccc1O,8,22*,12,10,/,-11,6.7,22,10
O=C(Nc1nc2c(s1)CCCC2)c1ccc(N2C(=O)CCC2=O)cc1,-9,0.7,0.4,-16,14,-6,2.3,-8,2
COc1ccc(-c2[nH]c(-c3ccc(C(=O)O)cc3)nc2-c2ccccc2)cc1,20,-1.1,-0.8,3,-10,-7,0.8,-8,-11
O=c1cc(N2CCC3(CC2)OCCO3)[nH]c(=O)n1C1CCCCC1,21,-0.1,0.4,4,-7,-10,-0.2,0,-6
Cn1cnc([N+](=O)[O-])c1NCc1ccccc1,6,-0.9,0.5,-14,0,4,0.3,-2,-5
CN(C)Cc1csc(NC(=O)Nc2ccccc2C(C)(C)C)n1,15,/,/,4,/,/,0.7,/,-8
COc1ccc(NC(=O)c2ccc(NC(=O)C(C)C)cc2)c([N+](=O)[O-])c1,16,1.1,0.9,-29,-12,-5,0.2,-15,-6
CC(C)(C)c1cc(NS(=O)(=O)c2cccs2)no1,11,-1.1,1.2,0,-2,-3,-0.1,2,11
COc1ccccc1NC(=O)c1cc(Cl)ccc1NC(=O)c1ccco1,11,-1.5,-0.2,18,-10,-12,-0.3,-34,-8
COc1cccc(CN(C)C(=S)Nc2cccc(C)c2)c1,1,-0.8,-0.2,5,-9,-5,0.4,-7,-11
CC(C)CCNC(=O)C(c1ccco1)N(CCCO)C(=O)Cn1nnc(-c2ccc(F)cc2)n1 (stereo unspecified),-7,-1.8,0.2,-19,-3,-5,-0.2,-27,-6
O=C(NCCc1ccccc1)c1ccccc1NC(=O)C1CCCCC1C(=O)O (stereo unspecified),/,-0.1,0.5,-3,-6,-2,/,-9,/
CCN1C(=O)c2c(C)nc3ccccc3c2C1=O,9,-1.3,-0.3,/,-9,-1,0.5,-14,-18
Cc1cc(C)n(-c2ccc(C(=O)OC(C)C)cc2)n1,16,-2.0,-1.4,-4,-1,-9,0.1,-23,-15
O=C(O)C1CCCCC1C(=O)NCc1ccccn1 (stereo unspecified),-8,0.9,0.6,21,3,-3,-0.4,-8,-14
O=C(N/N=C/c1ccccc1OCc1ccccc1)c1cccs1,1,-3.1,-0.8,30,-10,-10,0.0,-31,11
Cc1cc(N(CC(=O)NC(C)C)S(C)(=O)=O)ccc1Br,26,-1.1,-0.3,-6,8,-3,0.8,4,-2
Cc1ccc(NCN2C(=O)C3CC=C(Cl)CC3C2=O)cc1 (stereo unspecified),18,0.5,-0.8,-1,3,-10,0.8,10,-10
CCCCCNc1c(C(=O)OCC)c(=O)[nH]c2ccccc12,28,-0.6,1.4,-3,-7,-5,2.7,-23,-18
Cc1ccc2oc(=O)n(CC(=O)O)c2c1,5,-0.6,0.1,-5,-2,-3,0.1,6,-8
COc1ccc(NC(=O)CCOc2ccc(C)cc2)cc1S(=O)(=O)N1CCOCC1,-13,0.9,3.3,-4,/,-6,0.2,-17,-6
O=C(NNC(=S)NC(=O)c1cccnc1)c1ccc(Cl)cc1,-8,-1.2,-1.2,1,-10,1,-0.2,-8,20
CCOc1ccc(NC(=O)COC(=O)C2CCC(=O)N2)c([N+](=O)[O-])c1 (stereo unspecified),10,/,/,-13,/,/,0.7,/,5
CC(C)N(Cc1ccccc1)C(=O)c1cnc2n(c1=O)CCS2,19,0.6,0.0,-15,-22,1,0.6,3,-9
CCOc1ccc(S(=O)(=O)NCCC(=O)OCN2C(=O)c3ccccc3C2=O)cc1,5,-0.3,1.6,1,-3,-4,-0.1,-19,-7
CC(C)NC(=O)c1sc2nc3c(c(-c4cccs4)c2c1N)CN(C)CC3,-6,-0.1,0.5,-23,2,-9,0.3,-5,1
# More structures follow.
SMILES,M1 PAM parental,OXTR agonist,V1aR counter,TAAR1 antag,GPR7 antagonist,OXTR potentiate,M1 ag parental,CHO parental Ca,CHO-K1 Ca antag
CCCCNc1c(-c2ccc(SC3CCCCC3)cc2)nc2ccccn12,-5&-2,-1.0,0.1,30,/,-6,0.0&3.4,80*,-10&6
COc1ccc(CNC(=O)Nc2nc(C(N)Cc3ccc(C(F)(F)F)cc3)cs2)cc1 (stereo unspecified),19,/,/,49*,/,/,5.7,/,-3
CCc1ccc(NC(=O)C2CCN(S(=O)(=O)c3cccs3)CC2)cc1,-2,6.5,8.2,2,3,-11,8.2,20,-7
CC1CCC(NC(=O)C2CCC(CNS(=O)(=O)c3cccc4nsnc34)CC2)CC1 (stereo unspecified),9,0.2,1.1,7,-14,-2,-0.2,1,-3
Cc1cc(Oc2nc3c(C)cccn3c(=O)c2/C=C(\C#N)S(=O)(=O)c2ccccc2)ccc1Cl,-8,-0.2,0.2,-8,-12,-2,-0.2,-18,11
Cc1ccc(SCc2ccc(C(=O)N3CCCCC3)cc2)cc1,9,-1.8,0.3,6,-3,-6,3.5,-12,-6
Cc1cc(C(=O)NCCN2CCCCC2C)n(-c2ccccc2)n1 (stereo unspecified),6,-0.1,0.5,-20,1,-1,0.0,-7,4
CC(C)(C)C(=O)CSc1nccc(=O)[nH]1,17,0.1,-0.1,-25,-1,4,0.8,-4,-17
CNC(=S)N(CCc1c(C)[nH]c2ccc(C)cc12)Cc1ccc(OC)c(OC)c1,19,7.3,3.9,25,3,-9,1.6,-5,-4
Cc1ccc(NC(=O)COC(=O)c2cc(-c3cccs3)nn2-c2ccccc2)cc1[N+](=O)[O-],9,-2.6,-1.1,-30,9,-6,0.2,-28,0
C/C=C/C=C/C(=O)OCC(=O)Nc1ccc(Cl)cc1,18,-2.4,-0.7,-11,-8,4,0.8,-5,-6

# Ordered by molecular weight (high to low): part of the list above.
SMILES,M1 PAM parental,OXTR agonist,V1aR counter,TAAR1 antag,GPR7 antagonist,OXTR potentiate,M1 ag parental,CHO parental Ca,CHO-K1 Ca antag
Cc1cc(Oc2nc3c(C)cccn3c(=O)c2/C=C(\C#N)S(=O)(=O)c2ccccc2)ccc1Cl,-8,-0.2,0.2,-8,-12,-2,-0.2,-18,11
COc1ccc(CNC(=O)Nc2nc(C(N)Cc3ccc(C(F)(F)F)cc3)cs2)cc1 (stereo unspecified),19,/,/,49*,/,/,5.7,/,-3
CNC(=S)N(CCc1c(C)[nH]c2ccc(C)cc12)Cc1ccc(OC)c(OC)c1,19,7.3,3.9,25,3,-9,1.6,-5,-4
CCc1ccc(NC(=O)C2CCN(S(=O)(=O)c3cccs3)CC2)cc1,-2,6.5,8.2,2,3,-11,8.2,20,-7
Cc1cc(C(=O)NCCN2CCCCC2C)n(-c2ccccc2)n1 (stereo unspecified),6,-0.1,0.5,-20,1,-1,0.0,-7,4
